Screening results from PubChem BioAssay.
Pf growth 96h: Primary qHTS for delayed death inhibitors of the malarial parasite plastid, 96 hour incubation; P. falciparum luciferase reporter growth, 96 h; Potency, µM (titrated, usually from 28.7 µM), inactives show at the top dose activity change, negative = inhibition, hits mostly inhibitors; hit rate 6.9% among 320,000; further: potency means the concentration at half of the fitted maximal effect; on the % scale 0 is the no-effect control and ±100 the full control effect
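Plates of compound plus infected erythrocytes (2% hematocrit, 0.05% parasitemia final) incubate 96 hours, 37 C, 5% CO2. Detection reagent added; reduced luminescence from the parasites' luciferase reporter flags inhibition.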
Shiga toxin inh: A qHTS for Small Molecule Inhibitors of Shiga Toxin. hit rate 9.2% among 290,000. Vero cells, Shiga toxin protein synthesis inhibition reporter. inhibition, % at 38.7 µM; in the data active means inhibition mostly above about 28%, no sharp cut-off; inactive means mostly below about 43%; further: 0% is about no effect
CHX counter: Cycloheximide Counterscreen for Small Molecule Inhibitors of Shiga Toxin; max response, %; AID 2314, 2010; hit rate 12% among 300,000; cell reporter, cycloheximide protein synthesis inhibition counterscreen; in the data active means max response mostly above about 13%, no sharp cut-off; inactive means mostly below about 14%; further: read at 38.3 µM for the half of the compounds with a filed dose; 0% is about no effect
Sm TGR inh: qHTS Assay for the Inhibitors of Schistosoma Mansoni Peroxiredoxins. Potency, µM (highest dose often 114 µM), without a hit: at the highest dose activity change, negative = inhibition, most hits filed as inhibitors. hit rate 3% among 360,000. Schistosoma mansoni thioredoxin glutathione reductase (TGR), Q962Y6. purified TGR, DTNB reduction, TNB absorbance 405 nm; further: potency means the concentration at half of the fitted maximal effect; on the % scale 0 is the no-effect control and ±100 the full control effect; nearly all actives have a fitted effect of over 60% in size
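TGR 20 nM + NADPH 100 uM (dispensed conc.), cpd preinc 15 min RT; start with NADPH (500 uM addition) then DTNB (15 mM addition). Kinetic TNB absorbance, 405 nm filter. Four-parameter Hill fit across titration.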
Pf growth 48h: Primary qHTS for delayed death inhibitors of the malarial parasite plastid, 48 hour incubation. hit rate 5.9% among 310,000. P. falciparum luciferase growth in erythrocytes, 48 h. Potency, µM (top dose mostly 28.7 µM), inactives show top-dose activity change, negative = inhibition, actives largely listed as inhibitors; further: potency means the concentration at half of the fitted maximal effect; on the % scale 0 is the no-effect control and ±100 the full control effect
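Luciferase-expressing parasites in RBCs, 2% Hct / 0.1% parasitemia final; RPMI 1640 + 0.5% Albumax; 37 C, 5% CO2, one generation; luminescence read-out, lower signal = inhibition.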
Giardia FBPA inh: qHTS Assay for Inhibitors of Fructose-1,6-bisphosphate Aldolase from Giardia Lamblia. Potency, µM (doses to about 59.6 µM), for inactives: at the highest dose activity, negative = inhibition, actives largely listed as inhibitors. purified Giardia FBPA. hit rate 0.71% among 290,000. AID 2451, 2010; further: potency means the concentration at half of the fitted maximal effect; on the % scale 0 is the no-effect control and ±100 the full control effect; nearly all actives have a fitted effect of over 55% in size
Target sequence (A8B2U2 whole entry, looked up): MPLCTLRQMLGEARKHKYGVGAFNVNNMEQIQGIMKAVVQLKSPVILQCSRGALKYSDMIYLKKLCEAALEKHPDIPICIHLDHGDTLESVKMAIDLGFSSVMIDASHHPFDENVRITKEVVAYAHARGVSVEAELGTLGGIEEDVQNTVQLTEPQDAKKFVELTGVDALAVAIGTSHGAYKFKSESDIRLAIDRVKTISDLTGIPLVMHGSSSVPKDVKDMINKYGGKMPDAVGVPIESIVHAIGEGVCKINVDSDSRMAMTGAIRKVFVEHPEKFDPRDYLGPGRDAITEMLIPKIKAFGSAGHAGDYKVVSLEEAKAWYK
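Giardia FBPA (40 nM reagent) was preincubated 10 min at RT with compound (up to 57.5 uM final), then substrate plus GAPDH/TPI/NAD/arsenate coupling system with diaphorase/resazurin was added; resorufin fluorescence (525/598 nm) was read after 20 min.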
* = called active by the depositor; i = inactive; ? = inconclusive; · = no result given; + = active, no number; & = joins results of further samples; [ ] = dose if it differs, or a comment. Unless noted, the call rests on the fitted dose curve; in most records, active means well fitted curve in the direction sought with a large enough effect; inconclusive means small, poorly fitted or top-dose-only effect, or another doubt; inactive means no such curve, though single readings can be large; an effect the other way counts as inactive or inconclusive.

Sequence of screens – CHX counter	Giardia FBPA inh	Shiga toxin inh	Sm TGR inh	Pf growth 48h	Pf growth 96h
> COc1ccc(NC(=O)CN2C(=O)COc3ccc(S(=O)(=O)N4CCCCCC4)cc32)cc1
 : -2	·	26	2%&6%	5%	10µM*
> O=C(Nc1nnc(S(=O)(=O)N2CCOCC2)s1)c1ccc(Cl)cc1
 : -2	?	29	-1%	?	-6%
> NC(=O)c1cc[n+](Cc2ccc([N+](=O)[O-])cc2)cc1
 : -2	-3%	-15	-5%	28%	-11%
> CC(C)[C@@H](C(=O)NC1CC1)N1C(=O)N2CCc3c([nH]c4ccccc34)[C@@]2(C)C1=O
 : -4	14%	-5	-8%	?	?
> CC1CN(S(=O)(=O)c2ccc(CN3C(=O)c4cccnc4C3=O)s2)c2ccccc2O1 (stereo not drawn)
 : -7	·	-4	-5%	17%	11%
> COc1ccc(-c2nnc(SCc3nc4ccccc4c(=O)[nH]3)o2)cc1
 : 41*	1%	63*	15%	117%[activator]	108%[activator]
> Cc1ccc(/C=N/Nc2cccc3cccnc23)c(O)c1
 : 28*	-17%	48	32µM*	0%	190%[activator]
> Cc1ccc(S(=O)(=O)NCC(=O)NCC(=O)N(C)Cc2ccc3ccccc3c2)cc1C
 : -3	-12%	16	-9%	-23%	-15%
> COc1cc(/C=C/C(=O)OCC(=O)N2CCOCC2)ccc1OCC#N
 : -1	0%	-2	-7%	-11%	17%
> Cc1ccc(OCCN2CCN(C(=O)CCC(=O)Nc3nnc(C)s3)CC2)cc1
 : -1	1%	10	-14%	-5%	?
> COc1ccc(NC(=O)C(=O)NCCCn2ccnc2)cc1
 : 4	1%	20	0%	16%	9%
> CCc1ccc(C(C)NC(=O)Cc2ccc(F)cc2)cc1 (stereo not drawn)
 : -7	6%	-1	-5%	16%	110%[activator]
> Cc1cc2n(n1)C(c1ccco1)Nc1ccccc1-2 (stereo not drawn)
 : -2	9%	18	-17%	6%	·
> COC(=O)C1CCN(C(=O)c2c(-c3ccccc3Cl)noc2C)CC1
 : -2	1%	8	2%	6%	94%[activator]
> O=c1cc(CN2CCN(Cc3ccccc3)CC2)c2cc3c(cc2o1)CCC3
 : 0	3%	19	35µM*	?	-16%
> O=c1cc(COc2ncnc3ccccc23)nc2sccn12
 : -1	-8%	-1	8%	-7%	?
> Cc1c(Cl)c([N+](=O)[O-])nn1CCCC(=O)O
 : 0	1%	19	9%	49%[activator]	5%
> C=CCOc1cccc(C2/C(=C(/O)c3ccc(Cl)cc3)C(=O)C(=O)N2CCN2CCOCC2)c1 (stereo not drawn)
 : -1	9%	-5	?	74%[activator]	?
> Cc1ccc(S(=O)(=O)NCCNS(=O)(=O)c2ccc(C)cc2)cc1
 : -3	-6%	27	-2%	3%	-3%
> O=C(C1=NNCC1c1ccccc1)C1OC1c1ccccc1 (stereo not drawn)
 : 12*	9%	34*	22µM*	?	?
> CCN(CC)C(=O)C(Oc1ccc(S(=O)(=O)N2CCCC2)cc1[N+](=O)[O-])c1ccccc1 (stereo not drawn)
 : -5	5%	2	3%	?	?
> O=C(NCc1cccnc1)c1cccc(OC2CCN(Cc3ccc(CO)o3)CC2)c1
 : 10	·	-24	-27%	3%	14%
> C=CCc1cc(OC)ccc1OCC(O)CN1CCN(c2ccc(OC)cc2)CC1 (stereo not drawn)
 : -2&-2	-11%&-4%	-10&-14	17%&-3%	?	13%&11%
> C=CCC1(Cl)C(=O)C(Cl)=C(N2CCOCC2)C1(OC)OC (stereo not drawn)
 : -1	0%	-9	-2%	33%[activator]	-14%
> CCNS(=O)(=O)c1ccc(CCC(=O)Nc2ccc3c(c2)OCCO3)cc1
 : 5	0%	·	0%	9.3µM*	?
> CSc1ccc(/C=N/Nc2cccc(C(=O)O)c2)cc1
 : 92*	-1%	+	19%	483%[activator]	i
> COc1ccc(NC2CCCN(C(=O)c3ccc4nccnc4c3)C2)cc1OC (stereo not drawn)
 : 5	·	-12	-7%	0%	66%[activator]
> COc1ccc(OCC(=O)Nc2nnc(S(=O)(=O)N3CCCCCC3)s2)cc1
 : -2	5%	-1	?	0%	-34%
> CN(CC(=O)Nc1ccc(Cl)c(Cl)c1)CC(=O)Nc1ccc2c(c1)OCO2
 : ·	·	·	-9%	22%	46%[activator]
> Cc1ccc(C)c(NC(=O)C2CC(Cl)=CCC2C(=O)O)c1 (stereo not drawn)
 : 0	14%	-6	2%	5%	·
> CC(C)CNC(=O)COC(=O)/C=C/c1ccco1
 : -3	7%	-6	-30%	1%	-24%
> CC(C)CC(=O)N1CCN(S(C)(=O)=O)CC1
 : 8	13%	-3	-2%	7%	72%[activator]
> COc1ccc(-c2nnc(CSc3ncnc4sc5c(c34)CCC5)o2)cc1OC
 : -2	2%	-2	10%	10%	36%[activator]
> COC(=O)c1cc(NCc2c(F)cccc2Cl)ccc1N1CCOCC1
 : -4	-23%	-12	0%	?	-18%
> COc1ccc(Nc2cc(C)nc3ncnn23)c(OC)c1
 : -3	0%	-5	0%	·	2.9µM*
> O=C(COc1ccc(S(=O)(=O)N2CCOCC2)cc1Cl)N1CCCC1
 : -3	-3%	23	-9%	?	-18%
> CCOC(=O)C1(Cc2ccccc2Cl)CCN(S(=O)(=O)N(C)C)CC1
 : 6	-10%	14	4%	-21%	-18%
> Nc1nc(SCC(=O)Nc2cccc(S(=O)(=O)N3CCCCCC3)c2)n[nH]1
 : 5	2%	-7	8%	18%	?
> COc1ccccc1CNC(=O)C1CC(c2c(Cl)cccc2Cl)=NO1 (stereo not drawn)
 : 11	7%	-18	20%	32%[activator]	?
> Cc1ccc(Nc2nc(C)nc3c2oc2ccccc23)cc1
 : 11*	0%	22	6%	?	?
> O=c1[nH]nc(CNc2ccc(Cl)cc2Cl)c2ccccc12
 : -14	1%	-12	-1%	108%[activator]	27%
> CCOc1ccc(S(=O)(=O)NCCC(=O)N2CC(C)OC(C)C2)cc1 (stereo not drawn)
 : ·	·	·	1%	-11%	7%
> COc1ccccc1-c1nnc(NC(=O)OCC(C)C)s1
 : -2	-1%	-9	2%	69%[activator]	205%[activator]
> O=C1COc2ccc(C(=O)COC(=O)CCc3ccc(S(=O)(=O)N4CCOCC4)cc3)cc2N1
 : 3	2%	8	-10%	-10%	?
> Cn1c(CC(=O)Nc2ccccc2Cl)nnc1SCC(=O)NC1=NCCS1
 : -3	3%	1	-11%	17%	1%
> Cc1c(Cl)c([N+](=O)[O-])nn1CCCC(=O)NC(C)c1ccccc1 (stereo not drawn)
 : 0	-1%	-8	2%	0%	0%
> Cc1nc(C(=O)Nc2ccc(F)cc2)nn1-c1ccc([N+](=O)[O-])cc1
 : 1	0%	15	-11%	18%	-20%
> O=C(O)c1cc(S(=O)(=O)NC2CCCc3ccccc32)ccc1O (stereo not drawn)
 : 1	6%	17	3%	12%	5%
> O=C(OCc1csc(-c2ccccc2)n1)C1=NN(c2ccccc2)C(=O)CC1
 : ·	·	·	-25%	107%[activator]	79%[activator]
> CCOC(=O)N1CCC(NC(=O)CS(=O)(=O)Cc2nc(-c3cccc(Cl)c3)oc2C)CC1
 : -1	5%	-9	35µM*	14%	?
> Cc1ccc(S(=O)(=O)NCCC(=O)NNC(=O)C2COc3ccccc3O2)cc1 (stereo not drawn)
 : ·	·	·	-19%	4%	-5%
> CCN(CCCNC(=O)c1[nH]c(C)c(C(C)=O)c1C)c1cccc(C)c1
 : -3	3%	-3	16%	?	18%
> COc1ccccc1CN1CC(C(=O)N2CCCCO2)CCC1=O (stereo not drawn)
 : 31*	·	71*	1%	-14%	36%[activator]
> CCC(C)NC(=O)C1CCN(S(=O)(=O)c2ccc(-n3cnnn3)cc2)CC1 (stereo not drawn)
 : -5	5%	-4	-9%	6%	?
> O=C(N/N=C/c1ccccc1O)C1CC(=O)N(c2ccc(Cl)cc2)C1 (stereo not drawn)
 : -2	19%	-1	0%	12µM*	77%[activator]
> CCN(CC)C(=O)Cn1cc(C(=O)C(=O)N2CCN(c3ccc([N+](=O)[O-])cc3)CC2)c2ccccc21
 : -3	·	17	-24%	-17%	?
> Cc1ccc(-c2cn(C[C@H]3CC[C@@H]([C@@H]4CC[C@H](Cn5cc(-c6ccc(C)cc6)nn5)O4)O3)nn2)cc1
 : -1	-6%	-9	-10%	-10%	-12%
> CCc1cc(-c2[nH]ncc2-c2ccc3c(c2)OCO3)c(O)cc1O
 : -5	-29%	-15	6%	?	?
> CCOc1cc(C2NC(=O)NC(c3ccccc3)=C2C(C)=O)ccc1OC(C)=O (stereo not drawn)
 : 5	1%	10	·	37%[activator]	13%
> O=C(c1ccc(Cn2cc([N+](=O)[O-])cn2)o1)N1CCCC1
 : -3	0%	-6	2%	12%	3%

Whole records from above.
Listed for COc1ccc(-c2nnc(SCc3nc4ccccc4c(=O)[nH]3)o2)cc1 → CHX counter: 41*; Giardia FBPA inh: 1%; Shiga toxin inh: 63*; Sm TGR inh: 15%; Pf growth 48h: 117%[activator]; Pf growth 96h: 108%[activator]
Listed for O=C(NCc1cccnc1)c1cccc(OC2CCN(Cc3ccc(CO)o3)CC2)c1 → CHX counter: 10; Giardia FBPA inh: ·; Shiga toxin inh: -24; Sm TGR inh: -27%; Pf growth 48h: 3%; Pf growth 96h: 14%

New compounds follow.
Sequence of screens – CHX counter	Giardia FBPA inh	Shiga toxin inh	Sm TGR inh	Pf growth 48h	Pf growth 96h
> COc1ccc(OC)c(C(c2nnnn2C2CCCC2)N2CCN(c3ccccc3F)CC2)c1 (stereo not drawn)
 : -3	-13%	-10	-12%	4.1µM*	?
> O=C(CC12CC3CC(CC(C3)C1)C2)Nc1ccccc1N1CCOCC1
 : -3	-6%	-3	-7%	?	?
> CC(C)c1onc(C(=O)N(C)Cc2ccccc2)c1[N+](=O)[O-]
 : 5	0%	1	7%	?	?
> Cc1ccc(CCNC(=O)C2CC(c3ccc(C(F)(F)F)cc3)=NO2)cc1 (stereo not drawn)
 : 11	9%	-5	-9%	38%[activator]	-3%
> OC(CNC1CCCC1)COCCOc1ccc(Br)cc1 (stereo not drawn)
 : -2	1%	2	7%	-79%	?
> Cc1csc(NC(=O)c2cc(=O)[nH]c3ccccc23)n1
 : -2	6%	-3	15%	7%	35%[activator]
> CC(=O)NNc1nc(-c2ccccc2)cs1
 : 1	-20%	-6	7%	-24%	0%
> CCOc1cc(C(=O)N2CCN(c3ccccc3)CC2)cc(OCC)c1OCC
 : 1	-15%	1	-7%	?	-5%
> NC(=O)C1CC(=O)N(c2ccc(OCc3ccccc3Cl)cc2)C1 (stereo not drawn)
 : 23*	-3%	25*	14%	41%[activator]	?
> COc1cc2c(cc1OC)CN(c1ccc(C(N)=O)cc1[N+](=O)[O-])CC2
 : 0	-4%	-7	0%	-13%	-14%
> COc1ccc(N2CCN(C3CCCN(C(=O)CSC)C3)CC2)cc1 (stereo not drawn)
 : -4	-2%	·	0%	0%	0%
> CN(C)N1C(N)=C(C#N)C(c2cccs2)C2=C1CCCC2=O (stereo not drawn)
 : 7	?	-6	-18%	-7%	?
> Clc1ccccc1OCc1nn[nH]n1
 : 0	-17%	5	8%	23%	-15%
> Cc1c(CC(=O)N[C@@H](CCCNC(N)=O)C(=O)O)c(=O)oc2cc3oc4c(c3cc12)CCCC4
 : -6	-6%	19	10%	-10%	-9%
